E-sel TNF inh: TNF alpha driven E-selectin expression inhibition. HUVEC TNFa-induced E-selectin immunofluorescence, high content. inhibition, % at 2 µM. 120,000 tested, 0.71% active. AID 1246;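 active = inhibition above the batch mean plus 3 SD, and confirmed as a hit on visual image review, cut at about 43% in these data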;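 also: 0% = TNF-stimulated DMSO wells and 100% = unstimulated control wells; not every result past the cut was called active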
The depositor's hits bear a star. The list is partial; the hit share may differ from the screen's.

SMILES	E-sel TNF inh
O=C(COC(=O)c1cccs1)NCCCc1ccccc1	-23
COC(=O)c1c(C)[nH]c(C(=O)N2CCN(c3ccc(OC)cc3)CC2)c1C	-1
COc1ccc(C(=O)N2CCCC(CCC(=O)NCc3ccc(F)c(F)c3)C2)cc1F (centres undefined)	-39
COc1ccc(C2CC(c3ccccc3)=NN2c2ccccc2)c(C(=O)O)c1OC (centres undefined)	-64
CC(C)Cc1nn2c(N)c(/C=C3\C=Nc4ccccc43)c(=O)nc2s1	-16
Cc1cccc(N(C(=O)Cc2cccs2)C(C(=O)NCc2ccco2)c2ccncc2)c1 (centres undefined)	-3
Brc1ccc(-c2cn3c(n2)SCC3)cc1	2
O=C(Cn1c(=O)oc2ccccc21)Nc1ccccc1N1CCOCC1	13
COc1ccccc1CCC(=O)OCC(=O)Nc1ccc(S(N)(=O)=O)cc1	-43
O=C(O)C1CCN(C(=O)CSc2nc3ccccc3s2)CC1	-5
CCOc1ccc(C(=O)c2cc3ccc(O)cc3oc2=O)cc1	7
CCCn1c(N)c(CC)c(=O)[nH]c1=O	39
CCOC(=O)C1(Cc2ccccc2)CCCN(Cc2cccc(C(C)=O)c2)C1 (centres undefined)	-42
COc1ccc(N2CCN(C(CNC(C)=O)c3ccco3)CC2)cc1 (centres undefined)	10
CCOC(=O)N1CCN(c2cc(=O)n(-c3ccc(C)cc3)c(=O)[nH]2)CC1	-2
O=C(COC(=O)c1ccccc1O)Nc1ncc(Cl)cc1Cl	-34
CCC(C)n1c(OC)nc2c1c(=O)n(C)c(=O)n2C (centres undefined)	-26
CC(C)(C)C(=O)Nc1sc2c(c1C#N)CCC2	-33
COc1ccc(/C=N/NC(=O)CNS(=O)(=O)c2ccc(C)cc2)cc1	-8
O=C1c2cccc3cc([N+](=O)[O-])cc(c23)C(=O)N1c1ccccc1O	-10
COC(=O)c1ccc(NC(=O)c2c(C(=O)Nc3ccccc3)sc3nc(C)cc(=O)n23)cc1	9
CCN(CC)C(=O)c1sc(NC(=O)c2cccs2)c(C#N)c1C	-17
COc1cc(OC)cc(C(=O)Nc2nc3ccc(S(C)(=O)=O)cc3s2)c1	-6
Cc1ccc(NC(=O)c2ccn(C(=O)Nc3ccccc3)n2)c(C)c1	3
CC(C)CCN1CCC(N)=NC1=O	11
O=C(NCC(O)c1ccc([N+](=O)[O-])cc1)c1cccc(S(=O)(=O)N2CCCC2)c1 (centres undefined)	31
Cc1ccc(OCCOc2ccc(Br)cc2/C=N\NC(N)=O)cc1	-34
O=C(Nc1ccccc1)c1ccc(C(=O)Nc2ccccc2)nc1	-24
O=C(CN1CCCC1)NC(=O)NC1CCCC1	19
Cc1c(Nc2ccc(C=O)cc2)c(=O)n(-c2ccccc2)n1C	-23
Cn1ccc(=S)c2ccccc21	-1
CC(=O)Nc1cccc2c1C(=O)N(c1ccccc1C)C2=O	-3
NS(=O)(=O)c1ccc(CNC(=O)/C=C/c2ccccc2[N+](=O)[O-])cc1	-8
C#CCNc1ccc([N+](=O)[O-])cc1	-21
Cc1ccc(NC(=O)CCn2c(=S)oc3ccccc32)cc1	-11
O=C(NO)c1ccccc1C(F)(F)F	-28
CCN(CC)CCN(C(=O)c1ccc(CN2CCCCC2)o1)C(C(=O)NC1CCCCC1)c1ccc(F)cc1 (centres undefined)	10
Cc1ccc(NC(=O)COC(=O)CNC(=O)c2ccc(C)s2)cc1	-9
Cc1ccc(SCCC(=O)OCC(=O)NCC2CCCCC2)cc1	-4
COc1ccc(C)cc1-n1[nH]nnc1=S	-4
CCOC(=O)c1ccc(NC(=S)N2CCN(CCN=CC3=C(O)CC(C)(C)CC3=O)CC2)cc1	-9
O=C(c1ccco1)N1CCN(c2ccc([N+](=O)[O-])c(N3CCOCC3)c2)CC1	-6
CO/N=C/C(=N\Nc1cc(OC)cc(OC)c1)C(=O)c1ccccc1	-32
COCCOC(=O)C1=C(C)NC(=O)NC1c1ccc(-c2ccc(F)cc2)o1 (centres undefined)	-3
CCCN(CCC)S(=O)(=O)c1ccc(C(=O)Nc2c(C)n(C)n(-c3ccccc3)c2=O)cc1	12
Fc1ccc(COc2ccc(Br)cc2CNCC2CCCO2)cc1 (centres undefined)	-34
CC(=O)NC/C(C)=N\Nc1ccc([N+](=O)[O-])cc1	23
Cc1cc(NCCCn2ccnc2)n2nc(-c3ccc(Cl)cc3)cc2n1	-19
O=C(Nc1ccc(F)c(Cl)c1)C1CC(=O)n2c(nc3ccccc32)N1 (centres undefined)	-33
Nc1ccc(C(=O)N(CCO)CCO)cc1	-35
Cn1c(SCC(=O)Nc2ccc(Br)cc2F)nnc1-c1ccco1	-24
Cc1cccc(CN2CCN(C3CCCC3)C(CCO)C2)n1 (centres undefined)	16
COC(=O)Cn1nc(-c2ccc(C)cc2)c2ccccc2c1=O	-13
CN1CCN(S(=O)(=O)c2cccc(C(=O)Nc3ccccc3N3CCOCC3)c2)CC1	-5
Nn1c(Cc2ccccc2F)nnc1SCC(=O)Nc1cccc(S(=O)(=O)NC2=NCCCCC2)c1	-13
COC(=O)c1nc2ccccn2c1F	-12
Cc1nc(CSc2nsc(C)c2C#N)cs1	22
O=C(NCc1cccnc1)c1cccn1-c1ncc(C(F)(F)F)cc1Cl	3
CCOc1ccc(OCC)c(NC(=O)Cn2c(C)nc3ccccc3c2=O)c1	-3
CC(C)(C)C(=O)Nc1ccc(S(=O)(=O)Nc2ccccn2)cc1	-18

Further structures:
SMILES	E-sel TNF inh
CCS(=O)(=O)N1Cc2ccccc2CC1C(=O)Nc1cccc(C)c1 (centres undefined)	-11
CCC(C)NC(=O)Cn1c(=O)n(-c2ccc(OC)cc2)c(=O)c2ccc(C(=O)NCc3ccc(C)cc3)cc21 (centres undefined)	-14
c1cncc(CSc2nnc3ccc(-c4ccncc4)nn23)c1	-29
CC1CC(C)CN(S(=O)(=O)c2ccc(C(=O)NN3CCOCC3)cc2)C1 (centres undefined)	-5
COc1cc(C)nc(N2CCCC(C(=O)Nc3ccccc3Br)C2)n1 (centres undefined)	-12
Cc1sc2ncn(CC(=O)NCC3COc4ccccc4O3)c(=O)c2c1S(=O)(=O)N1CCOCC1 (centres undefined)	16
CC(NC(=O)COC(=O)C1CSC2(C)CCC(=O)N12)C12CC3CC(CC(C3)C1)C2 (centres undefined)	-102
[O-]/C(=C(\C(=S)Nc1ccc(SC(F)F)cc1)[n+]1cccc(CO)c1)c1ccc(Cl)s1	46
O=C(Nc1ccc2c(c1)OCO2)N1CCC(CO)(CC2CCCCO2)CC1 (centres undefined)	-12
CCn1ccnc1CN1CCc2c([nH]c3ccccc23)C1C1CCCCC1 (centres undefined)	-17
CSCCC1NC(=O)N(CC(=O)N2N=C(c3ccc(Cl)cc3)CC2c2ccco2)C1=O (centres undefined)	-61
CC1CCCCN1C(=O)CSc1nc2ccccc2[nH]1 (centres undefined)	-3
CCOC(=O)/C(=N/O)C1=NC(C)(C)Cc2cc(C)c(C)cc21	2
COc1ccccc1C/C(N)=N/OC(=O)/C=C/c1ccccc1	-7
c1ccc(CCNc2nc(-c3ccccn3)cs2)cc1	-31
Cc1ccc(S(=O)(=O)N(C)C)cc1NC(=O)COC(=O)/C=C/c1cnc2ccccc2n1	-12
O=C(NC1=NCCS1)c1ccc(N2CCCC2=O)cc1	32
O=C(Nc1nnc(-c2ccncc2)o1)c1ccccc1F	9
Cc1ccnc(SCC(=O)c2cccs2)n1	7
Cn1c(-c2cccs2)[n+](C)c2ccccc21	-16
Cc1ccc(-c2nnn(CC(=O)Nc3nnc(C(C)C)s3)n2)cc1	17
CCC(CC)NC(=O)COC(=O)CCC(=O)c1ccc(Cl)cc1	-35
CC(C)CC(NS(=O)(=O)c1cc(C(=O)O)ccc1Cl)C(=O)O (centres undefined)	-41
Cc1ccc2cccc(OCC(=O)Nc3ccc4c(c3)OCO4)c2n1	4
CCC(c1nnnn1C(C)(C)CC)N1CCN(c2ccccc2F)CC1 (centres undefined)	26
CCOC(=O)N1CCN(Cc2nc(N)nc(Nc3ccc(Cl)cc3)n2)CC1	-10
Cc1nc2ccc(NC(=O)COc3ccccc3)cc2s1	-13
O=C(O)c1cccc(NC(=S)NC(=O)c2ccc(-c3ccc(Cl)cc3)o2)c1	-2
Clc1ccc2nc(CSc3ccccc3)cn2c1	-10
COc1ccc2nc(Nc3ccccc3)sc2c1	-23

Entries listed so far that have a cyano group (3):
SMILES	E-sel TNF inh
CC(C)(C)C(=O)Nc1sc2c(c1C#N)CCC2	-33
CCN(CC)C(=O)c1sc(NC(=O)c2cccs2)c(C#N)c1C	-17
Cc1nc(CSc2nsc(C)c2C#N)cs1	22

In the list so far, these contain a tert-butyl group.
SMILES	E-sel TNF inh
CC(C)(C)C(=O)Nc1sc2c(c1C#N)CCC2	-33
CC(C)(C)C(=O)Nc1ccc(S(=O)(=O)Nc2ccccn2)cc1	-18

The list goes on:
SMILES	E-sel TNF inh
O=C(CCc1nnc(-c2ccc3c(c2)OCO3)o1)N(Cc1ccncc1)CC1CCCO1 (centres undefined)	-14
CCCC(=O)Nc1nnc(-c2ccc3c(c2)OCCO3)o1	51
FC(F)(Cl)c1nnc2ccc(Sc3ccccn3)nn12	-19
O=C(Cc1ccc(Cl)cc1)NC1CC1	25
COc1cc(OC)c(C(=O)NCC2CCCO2)cc1OC (centres undefined)	12
CC(=O)/C(N=Nc1ccc(SC(F)F)cc1)=C(\C)O	-14
COC(=O)Cc1ccc2oc(-c3cccnc3)nc2c1	-11
CC(C)(O)C#Cc1ccc(C(=O)NC(CCCNC(N)=O)C(=O)O)s1 (centres undefined)	4
CC(C)(C)c1ccc(CN2N=C(/C=C/c3ccccc3)CCC2=O)cc1	-12
Cc1cc(C)cc(N(C(=O)c2ccc(Br)o2)C2C=CS(=O)(=O)C2)c1 (centres undefined)	-22
COc1ccc(Cl)cc1NC(=S)Nc1ccccc1F	-16
COc1ccc(CCNC(=O)Cn2c(=O)n(CCCC(=O)NCc3ccco3)c(=O)c3sccc32)cc1OC	-19
COc1ccc2c(c1)CC/C(=C/c1cc(OC)c(OC)c(OC)c1)C2=O	22
COc1ccc(Nc2nc3c(C)cccc3cc2C#N)cc1	16
CCOC(=O)N1CCN(C(=O)COC(=O)c2cc(Cl)c(O)c(Cl)c2)CC1	-11
CN(CC(=O)NC1CCCCCCC1)S(=O)(=O)c1cnc[nH]1	-5
CCc1nc2sccc2c(=O)n1N	-12
Cc1ccc(-n2nc(-c3ccco3)cc2C(=O)O)c(C)c1	-9
N=C1c2ccccc2CN1c1ccc(S(=O)(=O)N2CCCCC2)cc1	-14
Cc1ccc(NC(=O)COc2ncnc3sccc23)cc1S(=O)(=O)N(C)C	-22
CSc1ccc(CN2CCCC(CO)(Cc3ccccc3)C2)cc1 (centres undefined)	4
COc1ccccc1CNC(=O)CSc1ccsc1[N+](=O)[O-]	11
C=CCN1C(=O)C2C3C=CC(C2C1=O)C1C2C(=O)N(CC=C)C(=O)C2C31 (centres undefined)	-30
COc1cccc(C(=O)NC(=S)Nc2ccccc2N2CCCC2)c1	-45
C=CCN(c1ccc(C(=O)OC)cc1)S(=O)(=O)c1ccccc1	18
CC(C)c1nc(SCC(=O)Nc2c[nH]c(=O)[nH]c2=O)c2cnn(-c3ccccc3)c2n1	-25
CCOc1ccc(CCNC(=O)C2CCCN2C(=O)OCc2ccccc2)cc1OCC (centres undefined)	-16
COc1ccc(CNn2c(-c3cccs3)nc3ccccc3c2=O)cc1OC	-2
O=c1cc(-c2ccc(O)cc2)oc2ccccc12	12
CCOc1cc(/C=N/N2CCOCC2)ccc1OCc1ccc(C(=O)OC)o1	-14

Some of the entries so far, field by field:
COc1cc(C)nc(N2CCCC(C(=O)Nc3ccccc3Br)C2)n1 (centres undefined)
- E-sel TNF inh: -12

Cc1sc2ncn(CC(=O)NCC3COc4ccccc4O3)c(=O)c2c1S(=O)(=O)N1CCOCC1 (centres undefined)
- E-sel TNF inh: 16

CC(NC(=O)COC(=O)C1CSC2(C)CCC(=O)N12)C12CC3CC(CC(C3)C1)C2 (centres undefined)
- E-sel TNF inh: -102

[O-]/C(=C(\C(=S)Nc1ccc(SC(F)F)cc1)[n+]1cccc(CO)c1)c1ccc(Cl)s1
- E-sel TNF inh: 46

(listing goes on)
SMILES	E-sel TNF inh
Oc1ccc2ccccc2c1Br	0
COc1ccccc1NC(=S)N/N=C1\CC(C)(C)Oc2ccc(O)cc21	-2
C(=N\Nc1nc2ccccc2[nH]1)/c1ccncc1	11
CCCCCCCCn1c2c(c(=N)c3ccccc31)CCC2	-27
CCCOc1ccc(N/C=C/C(=O)C(C)(C)C)cc1	16
CCC1(C)CC(CCN(Cc2ccco2)C(C)=O)(c2ccccc2)CCO1 (centres undefined)	-9
Nn1c(Cc2ccccc2)n[nH]c1=S	4
CCOC(=O)N1CCC(=NNc2ccnc3cc(Cl)ccc23)CC1	-43
CCN1CCN(CCC(=O)Nc2ccc(Br)cc2)CC1	-14
O=C(CSc1nc(O)c(-c2ccccc2)c(=O)[nH]1)N1CCOCC1	-12
COc1ccccc1C(=O)NNC(=O)c1cccc([N+](=O)[O-])c1	-11
COc1ccc(F)c(-c2nc(CN3CCC(c4ccccc4)CC3)c(C)o2)c1	-29
CCC(=O)N1CCN(c2ccc(Cl)cc2NC(=O)c2cccc([N+](=O)[O-])c2)CC1	-64
COC(=O)C1SCC2C(=O)N(Cc3ccc(Cl)cc3)CC(=O)N21 (centres undefined)	-56
CCCc1nc2ccccc2c(=O)n1-c1ccc(C(=O)OCC)cc1	-3

Bioassay records (PubChem BioAssay)
